Screening data deposited in PubChem BioAssay by several laboratories.
Anthrax LF prot: inhibitors of Bacillus anthracis lethal factor protease; P15917; multiplex microsphere protease cleavage assay, LF; inhibition, % at 10 µM; hit rate 0.12% among 360,000; also: plate controls were buffer without enzyme for full effect and enzyme alone for no effect
CCHF vOTU inh: blocks the CCHF virus ovarian tumor domain protease; inhibition, % at 11.5 µM; hit rate 0.55% among 370,000; CCHFV vOTU protease, Pep-AMC fluorescence; in the data active = inhibition above about 30%; also: 0% = vehicle wells with enzyme and 100% = no enzyme wells
BoNT-A LC inh2: inhibitors of Botulinum neurotoxin A light chain protease | multiplex microsphere protease substrate cleavage, flow cytometry | inhibition, % at 10 µM | hit rate 0.17% among 360,000; also: plate controls were buffer without enzyme for full effect and enzyme alone for no effect
Rv3671c inh: inhibits the M. tuberculosis serine protease Rv3671c; hit rate 0.048% among 320,000; P9WHR9; inhibition, % at 5.96 µM; in the data active = inhibition above about 38%;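 also: extracellular domain of Rv3671c used as enzyme; 0% = enzyme with DMSO and 100% = no enzyme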
Target sequence (P9WHR9 whole entry, looked up, the tested form may be a part): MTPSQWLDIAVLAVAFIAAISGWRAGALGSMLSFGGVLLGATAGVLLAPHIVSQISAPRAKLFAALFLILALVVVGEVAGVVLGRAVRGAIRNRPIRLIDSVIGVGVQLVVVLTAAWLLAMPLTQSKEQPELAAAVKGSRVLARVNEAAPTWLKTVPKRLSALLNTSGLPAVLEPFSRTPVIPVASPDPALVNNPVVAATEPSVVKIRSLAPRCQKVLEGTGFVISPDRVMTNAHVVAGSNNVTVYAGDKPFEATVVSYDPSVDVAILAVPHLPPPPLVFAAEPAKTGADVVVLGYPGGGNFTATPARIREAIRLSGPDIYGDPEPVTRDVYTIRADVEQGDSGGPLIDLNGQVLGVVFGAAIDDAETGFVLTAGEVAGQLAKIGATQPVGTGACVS
MazEF act: increases E. coli MazEF RNase cleavage of RNA. activation, % at 20 µM. P0AE70. FAM/BHQ RNA-DNA oligo cleavage fluorescence, 5 h. hit rate 0.32% among 350,000; in the data active = activation above about 50%
Target sequence (P0AE70 whole entry, looked up): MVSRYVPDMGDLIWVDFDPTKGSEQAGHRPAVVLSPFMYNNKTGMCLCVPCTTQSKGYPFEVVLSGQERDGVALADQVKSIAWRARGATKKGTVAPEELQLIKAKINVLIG
VHR inh abs: blocks human VHR1 dual specificity phosphatase; P51452; recombinant VHR phosphatase, pNPP absorbance; inhibition, % at 13.3 µM; hit rate 0.52% among 290,000; AID 1654; in the data active = inhibition above about 50%; also: some compounds called inactive have numbers as strong as hits
Target sequence (P51452 whole entry, looked up): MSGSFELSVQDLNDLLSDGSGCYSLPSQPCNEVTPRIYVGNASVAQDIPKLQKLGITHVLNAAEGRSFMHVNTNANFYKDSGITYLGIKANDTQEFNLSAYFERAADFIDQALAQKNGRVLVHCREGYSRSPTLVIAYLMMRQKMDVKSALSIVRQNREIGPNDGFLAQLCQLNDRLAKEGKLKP
BoNT F protease: BoNT F light chain protease inhibition | inhibition, % at 10 µM | hit rate 0.22% among 360,000 | Multiplex microsphere protease cleavage assay, flow cytometry; in the data active = inhibition above about 35%, passing the limit was not always enough; inconclusive = no clear call, values can overlap the other calls; also: plate controls were buffer without enzyme for full effect and enzyme alone for no effect
PriA SSB inh: inhibitors of Klebsiella pneumoniae PriA binding to SSB C-terminal tail. AlphaScreen SSBct-PriA binding, biotinylated peptide. inhibition, % at 33 µM. hit rate 0.6% among 430,000. AID 1272365; in the data active = inhibition mostly above about 37%, no sharp cut-off; inactive = mostly below about 20%;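 also: plate controls were negative control peptide for no effect and reference peptide for full effect; strong numbers were not always called active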
PrPC TRFRET: inhibitors of human cell surface prion protein PrPC. P04156. TR-FRET read-out. inhibition, % at 13.8 µM. hit rate 0.43% among 370,000. AID 720596; in the data active = inhibition above about 24%; also: 0% = median of the test wells and 100% = reference compound wells
SARS 3CLpro inh: SARS-CoV 3CLpro protease inhibition. inhibition, % at 6 µM. recombinant SARS-CoV 3CLpro, quenched FRET peptide cleavage. P0C6X7. hit rate 0.14% among 290,000; in the data active = inhibition above about 12%
* marks the source's active call; other numbers are inactive results; i = inactive; ? = inconclusive; / = no result given; & = joins results of further samples. Rule as the data show it, unless noted: active = inhibition above about 30%; inconclusive = no clear call, values can overlap the other calls; inactive = below that.

Every second line gives: Anthrax LF prot	CCHF vOTU inh	BoNT-A LC inh2	Rv3671c inh	MazEF act	VHR inh abs	BoNT F protease	PriA SSB inh	PrPC TRFRET	SARS 3CLpro inh
CCOC(=O)c1c(N)nn(C(=O)c2ccccc2F)c1-c1ccc(OC)cc1
  -0.8	4.7	-0.8	16.0	1.8	10.6	1.1	-0.3	-0.3	3.9
Cc1ccc(C(=O)Nc2ccccc2C(=O)NC2CCCCC2)cc1S(=O)(=O)N1CCOCC1
  -2.9	/	-1.1	-5.8	-1.8	-3.4	-0.6	-8.9	/	-5.1
CCCN1C(=O)SC(CC(=O)Nc2ccc(C)cc2)C1=O (configuration not stated)
  -0.5	2.2	-0.7	-2.1	0.9	17.7	2.3	-1.1	-1.9	3.7
CC(=O)Nc1ccc(N=Cc2c(O)c3ccccc3oc2=O)cc1
  2.4	8.4	-0.5	/	-10.3	1.6	6.1	-6.2	5.3	4.9
COc1ccc(CCn2c(NN)nc3c2c(=O)[nH]c(=O)n3C)cc1
  /	-16.4	/	-1.3	-0.3	13.8	/	5.7	-2.4	3.4
CN1CC[n+]2c(CN3C(=O)c4ccccc4C3=O)csc21
  -0.1	9.1	-0.1	-0.5	2.0	-8.3	1.5	-3.3	-9.4	0.1
C/C(=N\NC(=O)C(C)Sc1ccccc1)C(C)(C)C (configuration not stated)
  -2.5	5.1	-0.2	-2.4	8.2	25.5	3.5	/	-0.1	4.0
CCOP(=O)(OCC)C(O)c1ccc(OC)cc1OC (configuration not stated)
  0.6	13.1	0.4	-1.1	0.8	-1.2	0.2	-3.0&-0.1	1.8	3.7
CCS(=O)(=O)Nc1ccccc1C(N)=O
  -3.6	-16.4	-0.7	11.4	11.2	17.5	-2.9	7.7	-3.5	1.1
C=C(C)C1Cc2c(C)nn(-c3nc(C)cc(C)n3)c2C1 (configuration not stated)
  -2.2	-3.8	-0.4	1.9	0.8	15.4	1.9	3.0	6.2	2.1
Cc1ccc(-c2sc(C(=O)NN)c(C)c2C#N)cc1
  -8.0	8.8	-0.7	-2.5	3.8	1.4	2.1	-7.8	5.2	1.6
Cc1[nH]c2ccccc2c1C(=O)CSC(=S)N1CCCCC1
  -1.5	5.9	-0.2	-13.2	0.1	2.1	1.4	-4.9	17.6	1.9
Cc1ccccc1NC(=O)CN(c1ccc(F)cc1)S(C)(=O)=O
  -4.7	-1.7	-0.1	6.8	4.4	22.7	42.4*	-12.9	-2.8	3.0
O=[N+]([O-])c1ccc(COc2ccccc2CN2CCCC2)cc1
  -8.4	0.9	-0.1	/	11.3	/	-6.8	4.7	-10.5	/
O=c1cc(-c2ccccc2)n(S(=O)(=O)c2ccc3ccccc3c2)o1
  /	13.9	/	1.0	3.5	/	/	-12.8	-7.3	2.1
Cc1ccc(S(=O)(=O)NCCC(=O)NC2CCCCC2C)cc1 (configuration not stated)
  2.2	-2.6	-3.6	-3.1	-8.2	/	-7.6	-13.7	2.7	/
CCCCC/S(CC1CC1(Cl)Cl)=N\S(=O)(=O)c1ccc(C)cc1 (configuration not stated)
  -0.5	0.0	-0.1	4.8	1.8	25.1	-6.7	/	-1.9	0.6
CCC(=O)NC(Nc1ccccn1)(C(=O)OC)C(F)(F)F (configuration not stated)
  -0.5	7.9	0.3	7.6	1.6	5.8	-2.5	-12.6	8.2	-5.6
CN(C)S(=O)(=O)c1ccc(C(=O)OCc2nnc(-c3ccccc3)o2)cc1
  6.4	4.5	-0.7	-0.2	-7.2	13.3	-16.3	-12.3	0.9	0.3
Cc1cc(SCc2ccccc2F)nc(=O)[nH]1
  -3.2	17.2	-0.2	-0.9	8.5	16.0	-2.0	-5.5	1.1	2.0
Cc1cc(C(=O)Nc2nc3c(s2)CCCC3)no1
  -6.6	0.0	0.2	3.0	-6.7	-0.8	-1.6	-11.3	-3.6	-9.1
O=C(COC(=O)C1=Cc2ccccc2OC1)NCc1ccccc1
  3.0	-4.8	-1.8	0.7	-0.7	/	-8.3	-1.6	-5.1	/
C=CCSc1nnc(NC(=O)c2ccc3c(c2)OCCO3)s1
  -3.6	-4.3	0.1	/	7.5	/	-7.5	/	4.4	/
CCOC(=O)NCc1ccc(Cl)c(Cl)c1
  -0.5	-6.8	-1.0	2.6	0.4	-15.6	20.5	-7.0	-0.9	-1.6
CN1C2C=C(N(CCc3c[nH]c4ccccc34)C(=O)c3ccc(Cl)cc3)CC1CC2 (configuration not stated)
  3.5	-10.2	-1.1	-1.1	9.3	31.1	-22.4	-7.9	-9.2	1.0
Cc1ccc(C(C)C)c(OCCNS(C)(=O)=O)c1
  -1.1	3.2	-0.3	4.4	-0.9	14.3	-0.7	-11.8	1.9	4.1
Cc1noc(C)c1NC(=O)N(C)C[C@H]1Oc2c(NS(=O)(=O)c3cn(C)cn3)cccc2C(=O)N([C@H](C)CO)C[C@@H]1C
  -5.3	22.2	0.2	3.6	4.8	/	-4.3	-16.4	6.3	/
O=[N+]([O-])c1ccc(OCc2cnc(Cl)s2)c([N+](=O)[O-])c1
  -5.6	-2.2	0.6	4.5	-8.6	16.6	-2.5	21.6	-18.6	3.3
COc1cc(-c2[nH]ncc2CN2CCSCC2)cc(OC)c1OC
  -0.9	8.1	-0.7	-1.4	3.5	17.0	-1.5	0.7	5.4	1.3
Cc1cnc(C(=O)OC(C)C(=O)NC2CCCc3ccccc32)cn1 (configuration not stated)
  5.5	5.0	1.3	-3.1	-1.2	/	-8.6	-10.3	3.1	/

Entries of single compounds from above. Screens in order: Anthrax LF prot, CCHF vOTU inh, BoNT-A LC inh2, Rv3671c inh, MazEF act, VHR inh abs, BoNT F protease, PriA SSB inh, PrPC TRFRET, SARS 3CLpro inh
CCCN1C(=O)SC(CC(=O)Nc2ccc(C)cc2)C1=O (configuration not stated) is listed with -0.5, 2.2, -0.7, -2.1, 0.9, 17.7, 2.3, -1.1, -1.9, 3.7
Cc1cnc(C(=O)OC(C)C(=O)NC2CCCc3ccccc32)cn1 (configuration not stated) is listed with 5.5, 5.0, 1.3, -3.1, -1.2, /, -8.6, -10.3, 3.1, /
CCS(=O)(=O)Nc1ccccc1C(N)=O is listed with -3.6, -16.4, -0.7, 11.4, 11.2, 17.5, -2.9, 7.7, -3.5, 1.1
CCC(=O)NC(Nc1ccccn1)(C(=O)OC)C(F)(F)F (configuration not stated) is listed with -0.5, 7.9, 0.3, 7.6, 1.6, 5.8, -2.5, -12.6, 8.2, -5.6
CCCCC/S(CC1CC1(Cl)Cl)=N\S(=O)(=O)c1ccc(C)cc1 (configuration not stated) is listed with -0.5, 0.0, -0.1, 4.8, 1.8, 25.1, -6.7, /, -1.9, 0.6

The listing picks up with the 2 entries that preceded the break.
Every second line gives: Anthrax LF prot	CCHF vOTU inh	BoNT-A LC inh2	Rv3671c inh	MazEF act	VHR inh abs	BoNT F protease	PriA SSB inh	PrPC TRFRET	SARS 3CLpro inh
COc1cc(-c2[nH]ncc2CN2CCSCC2)cc(OC)c1OC
  -0.9	8.1	-0.7	-1.4	3.5	17.0	-1.5	0.7	5.4	1.3
Cc1cnc(C(=O)OC(C)C(=O)NC2CCCc3ccccc32)cn1 (configuration not stated)
  5.5	5.0	1.3	-3.1	-1.2	/	-8.6	-10.3	3.1	/
CC(C)OC(=O)N(C)c1ccc(C(O)(C(F)(F)F)C(F)(F)F)cc1
  0.6	3.9	-0.4	2.7	-0.3	11.9	-7.9	-11.0	7.2	-3.6
Cc1cccc(NC(=O)C2CCN(S(=O)(=O)c3c(C)[nH]c(=O)[nH]c3=O)CC2)c1
  -4.0	6.3	-0.3	-3.5	5.4	31.5	-0.6	1.3	-1.7	-1.2
CCCN(CC(=O)Nc1ccccc1C)C(=O)c1ccc(C(=O)c2ccccc2)cc1
  -3.4	5.7	-0.3	4.7	3.0	/	0.5	-3.0	6.6	/
CCOC(=O)Nc1ccc(S(=O)(=O)N(C)C(C)C)cc1
  -4.6	-10.8	-0.4	-1.0	5.9	20.1	2.6	-8.7	-5.8	0.9
CC(=NCC1CCCO1)c1c(O)n(-c2ccc(Cl)cc2)c(=O)[nH]c1=O (configuration not stated)
  -2.0	-4.6	-0.1	1.1	9.1	11.9	-3.8	-2.2	18.4	5.6
COc1ccc(-c2cnc(NCc3cc4c(cc3[N+](=O)[O-])OCO4)n2C)cc1
  -0.5	-6.1	-0.1	8.1	7.1	25.6	0.4	1.1	-5.1	-1.3
CCN(CC)C(=O)c1sc(NC(=O)c2cccs2)c(C#N)c1C
  -3.8	7.4	-1.2	-1.9	-1.0	24.5	-2.5	-22.8	-6.1	3.9
Cc1nc(-c2ccccc2)[nH]c(=O)c1Oc1ccc(Cl)cc1Cl
  20.7	5.2	?	-7.7	3.4	6.1	?	-2.5	3.4	-4.2
CC(=O)Oc1ccc(/C=N\NC(=O)c2cc3c(ccc4ccccc43)o2)cc1
  -2.6	-6.4	-5.6	-6.8	-16.8	-1.6	-17.8	/	-0.8	0.5
O=S(=O)(c1ccccc1)N1CCN(C(=S)NCCCN2CCOCC2)CC1
  -0.7	-4.4	-0.1	9.6	6.5	17.6	-4.7	-4.1	4.4	-1.9
C/C(CCN1CCc2nc(-c3ccccc3)c(-c3ccccc3)cc2C1)=N\OC[C@@H](C)[C@H](OCc1ccccc1)C(C)C
  /	/	/	0.3	-13.6	4.7	/	/	/	-0.7
Cn1cnnc1SCc1ccc(C#N)cc1
  -0.4	8.8	-0.6	5.5	7.1	24.4	-2.8	-21.7	-0.6	-0.8
Cc1nn2c(N3CCN(CCO)CC3)c3c(nc2c1-c1ccccc1)CCCC3
  7.4	-9.8	0.1	8.0	11.4	16.3	-8.3	1.6	-0.4	-1.1
Cc1ccc(SCC(=O)OCC(=O)NCc2cccs2)cc1C
  -1.8	-0.8	0.6	2.6	3.6	/	11.1	-5.8	-0.7	/
C=CCn1c(C)nnc1SCC(=O)NC1CCCCC1
  -3.7	14.8	-1.2	-5.7	3.4	-18.6	-3.0	-6.2	-0.3	4.8
COc1ccc(/C=N/Nc2ccccn2)cc1OC
  /	5.3	/	11.2	1.7	9.0	/	i	-10.0	-4.7
CC(OC(=O)C1CCCCC1)C(=O)Nc1ccc(S(N)(=O)=O)cc1 (configuration not stated)
  2.4	14.8	3.1	5.3	-1.3	/	3.0	-5.5	-2.0	/
CC(C)(C)n1nc(Cc2cccc3ccccc23)c2c(N)ncnc21
  -2.8	-3.2	0.4	-5.4	-2.2	/	8.9	-1.6	19.5	/
CCOc1ccc(NC(=O)CN2CCCC2c2cccs2)cc1S(=O)(=O)N1CCCC1 (configuration not stated)
  -5.8	3.4	0.4	-3.9	11.0	/	-3.6	2.4	6.1	/
S=c1[nH]nc(-c2cc(-c3ccccc3)n[nH]2)n1/N=C/c1cccs1
  4.5	-8.0	-0.2	-9.4	6.0	3.5	?	/	14.3	1.4
O=C(Nc1ccc(Cl)c(Cl)c1)Nc1ccc(N2CCCC2)c(S(=O)(=O)Nc2ccccc2Cl)c1
  -0.4	20.1	-2.0	-105.1	14.4	11.3	-11.8	1.3	13.8	5.7
COc1ccc(-c2nc(N)n(C(=O)c3ccccc3)n2)cc1
  1.0	1.2	-1.1	/	5.4	13.0	7.3	-7.1	0.9	0.4
CCOC(=O)c1c(NC(=O)c2ccc(S(=O)(=O)N(C)CC3CCCO3)cc2)sc2c1CC(C)(C)NC2(C)C (configuration not stated)
  -6.5	-1.1	-1.9	-1.1	4.1	27.3	-6.9	-9.0&-1.8	-3.1	-0.7

Some of the compounds tested; rates above refer to the full screens.
